From PubChem BioAssay
Epigenetic derep = epigenetic control regulation, reporter derepression. murine LDR cells, GFP reporter derepression, 30 h. AID 1865. Potency, µM (top dose mostly 53.9 µM), for the others: at the top dose GFP activation, usual class: activators. actives 0.2% (n = 280,000); also: % of control where 0% means no effect; nearly all actives have a fitted effect of over 60% in size
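GFP-positive cell count by laser-scanning cytometry (objects 20–120 um) after 30 h, 37 C compound exposure of murine LDR cells; reporter is CMV-GFP integrated at a silenced locus, inducible by HDAC or DNMT inhibitors.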
NPSR antagonist = antagonists of human neuropeptide S receptor cAMP signaling; actives 1% (n = 220,000); Potency, µM (highest dose often 38.3 µM), for inactives: at the highest dose activity change, negative = inhibition, actives largely listed as inhibitors; AID 1461; CHO-NPSR cells, cAMP TR-FRET, antagonist mode; also: % is scaled to controls: 0 for no effect and ±100 for the full control effect; nearly all actives have a fitted effect of over 50% in size; many of its hits are not listed in these tables
Target sequence (Q6W5P4 whole entry, looked up): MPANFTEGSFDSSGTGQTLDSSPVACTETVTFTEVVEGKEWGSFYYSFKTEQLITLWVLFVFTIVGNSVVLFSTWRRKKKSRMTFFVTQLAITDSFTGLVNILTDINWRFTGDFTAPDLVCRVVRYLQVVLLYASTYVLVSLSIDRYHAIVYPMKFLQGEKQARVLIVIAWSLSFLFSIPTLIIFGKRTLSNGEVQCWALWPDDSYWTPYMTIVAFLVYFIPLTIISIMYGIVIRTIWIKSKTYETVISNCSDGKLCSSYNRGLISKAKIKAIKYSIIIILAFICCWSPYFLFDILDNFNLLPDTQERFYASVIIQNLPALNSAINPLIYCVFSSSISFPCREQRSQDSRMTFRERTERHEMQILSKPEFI
aGlu spleen mod = lysosomal alpha-glucosidase (human) modulation; P10253; human spleen homogenate, 4-MU-alpha-glucoside fluorescence; Potency, µM (series often up to 79.9 µM), for inactives: at the top dose activity change, negative = inhibition, hits mostly inhibitors; actives 0.006% (n = 240,000); AID 2112;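 also: 0% = enzyme with vehicle and -100% = no enzyme basal signal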
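Compounds were titrated against alpha-glucosidase in spleen homogenate at pH 5.0, with 1 mM 4-methylumbelliferyl substrate for 40 min at 37 C. Reactions were quenched with pH 10 NaOH/glycine and fluorescence measured.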
GAA inhib = alpha-glucosidase (human) inhibition; P10253; purified human GAA, 4-MU-alpha-glucoside fluorescence; Potency, µM (titrated, usually from 76.9 µM), for inactives: top-dose activity change, negative = inhibition, most hits filed as inhibitors; actives 0.005% (n = 200,000);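 also: plate controls were uninhibited enzyme wells for no effect and no-enzyme background for full effect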
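Enzyme (4 nM final) mixed with compound (up to 77 uM), then 4-MU-alpha-D-pyranoside (400 uM final) added; 20 min at room temperature, pH 5.0. Reaction stopped at pH 10, fluorescence read, AC50 derived by Hill fit.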
GLA spleen mod = inhibits or activates alpha-galactosidase in human spleen homogenate | Potency, µM (top dose mostly 80 µM), for inactives: at the highest dose activity change, negative = inhibition, actives largely listed as inhibitors | P06280 | human spleen homogenate, 4MU-alpha-Gal fluorescence, 40 min | actives 0.008% (n = 240,000);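 also: 0% = enzyme with vehicle and -100% = no enzyme basal signal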
Target sequence (P06280 32-429 limits assumed): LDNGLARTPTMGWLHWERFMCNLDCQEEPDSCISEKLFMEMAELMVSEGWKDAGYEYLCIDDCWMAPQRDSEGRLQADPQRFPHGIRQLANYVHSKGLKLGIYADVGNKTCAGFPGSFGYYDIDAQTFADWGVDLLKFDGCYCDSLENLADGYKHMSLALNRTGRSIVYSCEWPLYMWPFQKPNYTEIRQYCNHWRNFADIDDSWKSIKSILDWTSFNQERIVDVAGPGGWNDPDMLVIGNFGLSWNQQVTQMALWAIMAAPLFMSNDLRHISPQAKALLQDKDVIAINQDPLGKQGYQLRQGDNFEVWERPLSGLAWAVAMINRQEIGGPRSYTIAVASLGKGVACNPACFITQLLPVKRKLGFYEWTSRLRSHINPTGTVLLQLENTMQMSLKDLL
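Human spleen homogenate (1 ug) was the enzyme source, with 4-methylumbelliferyl-alpha-D-galactopyranoside (1 mM final) in pH 5.0 citrate buffer with 0.01% Tween-20. Compounds were titrated; after 40 min at 37C, NaOH/glycine stop, 4-MU fluorescence read; AC50 from Hill fits.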
Tau fluor cs = counter-screen for tau fibril formation inhibitors | tau K18 P301L (four-repeat tau fragment) Alexa594 fluorescence, heparin fibrillization | Potency, µM (doses to about 57.7 µM), for inactives: at the highest dose activity change, negative = decrease | actives 0.93% (n = 280,000); also: % is scaled to controls: 0 for no effect and ±100 for the full control effect; nearly all actives have a fitted effect of over 55% in size
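Human K18 P301L tau (15 uM unlabeled plus 0.24 uM Alexa 594-labeled, final) in 100 mM sodium acetate pH 7 was mixed with compound and 20 uM heparin and incubated 6 hr at 37 C.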
GAA glycogen = alters human alpha-glucosidase cleavage of glycogen; Potency, µM (top dose mostly 76.4 µM), for the others: at the highest dose activity change, negative = inhibition, hits mostly inhibitors; actives 0.38% (n = 300,000); recombinant GAA, glycogen substrate, Amplex Red glucose oxidase fluorescence; P10253;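 also: 0% = full enzyme reaction and -100% = no-enzyme basal signal; the screen sought inhibitors and activators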
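Recombinant human alpha-glucosidase (4 nM final) hydrolysed bovine liver glycogen (30 ug) for 40 min at 37 C in pH 5.0 citrate/phosphate with 0.01% Tween-20. Released glucose detected by glucose oxidase/Amplex Red, Ex 573/Em 610 nm. Compounds up to 77 uM; AC50 from Hill fits.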
ALDH1A1 block = inhibitors of human aldehyde dehydrogenase 1A1; actives 7.3% (n = 220,000); Potency, µM (titrated, usually from 75.3 µM), for inactives: at the highest dose activity, negative = inhibition, usual class: inhibitors; AID 1030; P00352; Purified ALDH1A1, NADH fluorescence, propionaldehyde substrate; active = well fitted inhibition curve with a large enough effect, not every such curve was filed as active; inconclusive = small, poorly fitted or top-dose-only effect, or another doubt; inactive = no such curve, though single readings can be large or run the other way;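 also: plate controls were no enzyme wells and a reference inhibitor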
Numbers without * were called inactive; u = inconclusive; x = no result given; & = joins results of further samples; [ ] = dose if it differs, or a comment. Unless noted, calls follow the shape of the dose curve; as a rule, active = well fitted curve in the direction sought with a large enough effect; inconclusive = small, poorly fitted or top-dose-only effect, or another doubt; inactive = no such curve, though single readings can be large; an effect the other way counts as inactive or inconclusive. Potency is read from the fitted curve at half-maximal effect. Some of the compounds tested; rates above refer to the full screens.

The line under a structure holds: Epigenetic derep, NPSR antagonist, aGlu spleen mod, GAA inhib, GLA spleen mod, Tau fluor cs, GAA glycogen, ALDH1A1 block
- Cc1ccc(NC(=O)CSc2ncn[nH]2)cc1S(=O)(=O)N1CCOCC1
  -4.2%, 9%, -3%, -8%, -1%, 7%, 11%, -1%
- CCN(CC)CCNC(=O)/C(=C/c1cn(C)c2ccccc12)NC(=O)c1ccc(OC)c(OC)c1
  -0.3%, 6%, -1%, -4%, -4%, 3%, -6%, 19%
- COc1ccc(C2CC(c3ccccc3OC(=O)/C=C/c3ccccc3)=NN2C(C)=O)cc1 (stereo unspecified)
  -2.0%, -20%, -3%, x, 13%, -6%, -7%, x
- O=C(CSc1nnc(-c2ccc(Cl)s2)o1)N1CCOCC1
  1.7%, -14%[46.1 µM], -2%, -4%, -4%, 7%, 0%, 9%
- C=CCn1c(-c2cccc(Cl)c2)n[nH]c1=S
  0.0%, 25%[46.1 µM], -1%, 1%, 1%, 2%, -15%, 11µM*
- CCN(CC)c1ccc(N/C(N)=N/c2nc(C(F)(F)F)cc(=O)[nH]2)cc1
  -0.2%, -3%, -19%, -6%, 2%, -16%, 3%, -40%
- Cc1cc(C(=O)NC(=S)Nc2ccccc2N2CCOCC2)ccc1[N+](=O)[O-]
  -1.8%, -18%, -2%, -5%, -3%, u, 7%, 10µM*
- CCOc1ccccc1Nc1ncnc2ccccc12
  0.0%, 3%[46.1 µM], 1%, u, -6%, 12%, 2%, -2%
- CC(=O)Nc1ccc(NC(=O)C2CCCN2S(=O)(=O)c2cccc3nsnc23)cc1 (stereo unspecified)
  1.1%, 18%, 8%, 0%, 8%, -10%, -1%, -3%
- CS(=O)(=NS(=O)(=O)c1ccc(Cl)cc1)c1ccccc1 (stereo unspecified)
  5.1%, -5%[7.67 µM], 2%, x, 7%, -13%, 10%, x
- CCC1CCCCN1C(=O)Cn1c(C(=O)OC)cc2sc(Cl)cc21 (stereo unspecified)
  0.0%, -5%[46.1 µM], -3%, -9%, 3%, -2%, 3%, 21%
- CC(C)N1CC2=C(C1=O)C(c1ccc(O)cc1)NC(=O)N2C (stereo unspecified)
  -0.4%, 26%, -3%, -14%, 1%, -8%, 3%, 5%
- COc1ccc(CCNC(=O)CC(NS(=O)(=O)c2ccc(NC(C)=O)cc2)C(C)C)cc1OC (stereo unspecified)
  -1.9%, 0%[46.1 µM], -1%, 1%, -2%, 2%, -5%, 3%
- O=[N+]([O-])c1cccc(S(=O)(=O)N2CCCC2)c1
  1.0%, 19%, -12%, -2%, -7%, 3%, 4%, 3%
- COc1cccc(CNc2ccc(N3CCCCC3)cc2)c1OC
  -1.1%, u, -8%, -10%, -5%, u, -25%, 4µM*
- OCCNCc1cc(Br)ccc1OCc1ccccc1Cl
  0.0%, u, -2%, -6%, -2%, -5%, -3%, -1%
- O=C(O)CNC(=O)C(Cc1ccccc1)NC(=O)OCc1ccccc1 (stereo unspecified)
  -0.1%, 12%, -1%, -3%, 2%, -8%, -6%, 0%
- COC(=O)c1ccc(COc2cccc3c2CCN(Cc2ccccc2)C3=O)o1
  0.0%, -19%, -2%, -1%, 7%, -10%, -6%, u
- CC(C)CC(COCc1ccc(Cl)cc1)N1CCN(C(=O)c2ccc(C(F)(F)F)cc2)CCC1=O (stereo unspecified)
  0.0%, -36%, -2%, u, 3%, -11%, -6%, 8%
- CC(=O)N1CCc2cc(S(=O)(=O)CCC(=O)Nc3c(C)n(C)n(-c4ccccc4)c3=O)ccc21
  2.5%, -3%[46.1 µM], -17%, -1%, -11%, 6%, 4%, -12%
- Cc1cccc(Cc2cnc(NC(=O)c3ccc(C)o3)s2)c1
  -1.4%, -21%[46.1 µM], -7%, -10%, 0%, u, -2%, u
- COc1ccc2c(CCNC(N)=S)c[nH]c2c1
  0.5%, 9%, -3%, x, 11%, -4%, -21%, x
- CCOC(=O)Cc1csc(NC(=O)c2sc3nc4cc(C)ccc4cc3c2N)n1
  u, -24%, -1%, -4%, -13%, u, -5%, 8%
- OCCN1CCN(CC(O)C(F)(F)F)CC1 (stereo unspecified)
  -1.2%, 11%, 5%, 8%, -2%, 7%, 23%, 5%
- Cc1ccc2cc(CCNC(=O)c3ccc4c(c3)OCO4)c(=O)[nH]c2c1C
  -0.8%, 10%[46.1 µM], 6%, 2%, 2%, 0%, 5%, -5%
- COc1ccc2c(C(=O)CN(C)C3CCCCC3)c[nH]c2c1
  -0.8%, -1%[46.1 µM], -6%, 2%, -8%, -19%, 8%, u
- CCNc1nc(NCC)n2c(SCC(=O)Nc3ccccc3)nnc2n1
  1.1%, 10%, 8%, 5%, -1%, 2%, -14%, -3%
- O=S(=O)(c1cccc(C(F)(F)F)c1)N1CCC(c2cc(-c3cccc4ccccc34)n[nH]2)CC1
  0.9%, -7%[46.1 µM], -8%, -5%, -4%, -19%, -7%, -5%
- COc1cc(CN2CCCC(C(=O)c3ccccc3SC)C2)cc(OC)c1 (stereo unspecified)
  2.1%, 49%, 2%, 2%, 8%, -19%, -3%, -7%
- Cc1cccc(C)c1-n1cccc1/C=C1\SC(=S)N(c2cccc(C(=O)O)c2)C1=O
  -0.3%, -56%, 2%, 7%, -5%, -4%, -4%, u

4 entries out of the list above, sorted by the number in aGlu spleen mod, largest number first:
Structure,aGlu spleen mod
CCOc1ccccc1Nc1ncnc2ccccc12,1%
O=C(CSc1nnc(-c2ccc(Cl)s2)o1)N1CCOCC1,-2%
COc1ccc(C2CC(c3ccccc3OC(=O)/C=C/c3ccccc3)=NN2C(C)=O)cc1 (stereo unspecified),-3%
CCN(CC)c1ccc(N/C(N)=N/c2nc(C(F)(F)F)cc(=O)[nH]2)cc1,-19%

Other structures
The line under a structure holds: Epigenetic derep, NPSR antagonist, aGlu spleen mod, GAA inhib, GLA spleen mod, Tau fluor cs, GAA glycogen, ALDH1A1 block
- CSc1ccccc1NC(=O)COc1ccc(Cl)cc1C
  0.0%, -10%, -3%, -6%, -21%, -16%, 6%, 4%
- O=Nc1ccc(NOC(=O)c2ccccc2)cc1
  2.6%, -9%, 3%, 2%, -2%, -1%, -28%, u
- Oc1cc(O)cc(/C=C/c2ccc(O)c(O)c2)c1
  1.1%&0.9%&1.1%&1.9%, -14%[46.1 µM], -2%&-3%&1%&-2%, x, 6%&6%&17%&-9%, 11µM*[quencher], x, u
- COc1ccc(OC)c(C2=NOC(C(=O)N3CCN(c4ccccc4)CC3)C2)c1 (stereo unspecified)
  0.8%, -10%[46.1 µM], -8%, -6%, 4%, -20%, 16%, 4%
- O=C(N[C@@H](Cc1ccccc1)C(=O)OCc1ccccc1)c1nc[nH]c1C(=O)N1CCc2ccccc2C1
  5.7%, 7%, 2%, x, 6%, u, -9%, x
- Cc1ccc(C)c(NC(=S)NC23CN4CN(CN(C4)C2)C3)c1
  -0.1%, 21%, 9%, -16%, 12%, -14%, 6%, 8%
- CO/N=C/c1ccc(N2CCN(C(=O)c3ccc(F)cc3)CC2)c([N+](=O)[O-])c1
  0.0%, -10%[46.1 µM], -5%, -11%, -8%, -6%, 0%, 15%
- COc1ccc(OC(=O)c2ccncc2)cc1
  -0.3%, -5%[46.1 µM], -1%, -9%, 1%, 4%, -23%, 5%
- NC(=O)c1ccccc1-c1nc(-c2ccccc2)no1
  0.6%, -10%[7.67 µM], -1%, -2%, -6%, -5%, 8%, 1%
- COc1ccc(C2c3ccsc3CCN2C(C)=O)cc1 (stereo unspecified)
  0.5%, -8%, 1%, 1%, 2%, -11%, 9%, 1%
- CCCCCCCN1C2=NCCCN2c2ccccc21
  -0.8%, -21%, -3%, 6%, 0%, 2%, 1%, u
- CSc1nnnn1-c1ccc(Cl)cc1
  0.0%, 13%, 3%, -1%, 1%, 3%, 0%, 4%
- O=C1N=C(N2CCOCC2)S/C1=C\c1cccs1
  -4.9%, 36%, 0%, -7%, -12%, -14%, 19%, u
- CN(C)c1ccc(P(=O)(CC(=O)N/N=C/c2ccc(C#N)cc2)OCCCl)cc1 (stereo unspecified)
  2.5%, -22%, 2%, -2%, 6%, 1%, -5%, -2%
- COc1ccc(-n2c(Cc3cccn3C)nnc2SCC(=O)Nc2nc(C)cs2)cc1
  -1.0%, -4%, -6%, 1%, -8%, 0%, 3%, -11%
- CC(C)(C)OC(=O)N1Cc2ccccc2C[C@H]1C(=O)O
  -12%, -1%[46.1 µM], -6%, 9%, -7%, 2%, 4%, 3%
- COc1ccc(-c2ccc(SCC(=O)N3CCOCC3)nn2)cc1OC
  -4.0%, u, -13%, -14%, 10%, 0%, -7%, -2%
- Clc1ccc(-c2nnc3n2CCCC3)cc1Cl
  -1.1%, 9%[46.1 µM], -2%, 2%, -10%, 0%, 5%, -5%
- CCC1=C2CC[C@H]3C(=O)N(c4ccccc4)C(=O)[C@H]3[C@H]2[C@@]2(Cc3ccccc3)C(=O)N(CC(=O)OC)C(=O)N2C1=O
  2.9%, x, -10%, x, -5%, -7%, x, 1%
- O=C1CCCC2=C1C(c1ccc3c(c1)OCO3)c1c([nH]n(-c3ccccc3)c1=O)N2 (stereo unspecified)
  -3.0%, -10%[46.1 µM], 1%, -12%, 3%, 0%, u, u

Ordered by count of non-hydrogen atoms (rising): part of the list above
The line under a structure holds: Epigenetic derep, NPSR antagonist, aGlu spleen mod, GAA inhib, GLA spleen mod, Tau fluor cs, GAA glycogen, ALDH1A1 block
- CC(C)(C)OC(=O)N1Cc2ccccc2C[C@H]1C(=O)O
  -12%, -1%[46.1 µM], -6%, 9%, -7%, 2%, 4%, 3%
- CSc1ccccc1NC(=O)COc1ccc(Cl)cc1C
  0.0%, -10%, -3%, -6%, -21%, -16%, 6%, 4%
- CN(C)c1ccc(P(=O)(CC(=O)N/N=C/c2ccc(C#N)cc2)OCCCl)cc1 (stereo unspecified)
  2.5%, -22%, 2%, -2%, 6%, 1%, -5%, -2%
- O=S(=O)(c1cccc(C(F)(F)F)c1)N1CCC(c2cc(-c3cccc4ccccc34)n[nH]2)CC1
  0.9%, -7%[46.1 µM], -8%, -5%, -4%, -19%, -7%, -5%
- CCN(CC)CCNC(=O)/C(=C/c1cn(C)c2ccccc12)NC(=O)c1ccc(OC)c(OC)c1
  -0.3%, 6%, -1%, -4%, -4%, 3%, -6%, 19%
